12-LOX inh: blocks human arachidonate 12S-lipoxygenase; 580,000 tested, 1.1% active; purified 12hLO, xylenol orange hydroperoxide absorbance; Potency, µM (titrated, usually from 108 µM), inactives show at the highest dose activity change, negative = inhibition, hits mostly inhibitors; note: % is set by controls: 0 for no effect and ±100 for the full control effect
Target sequence (P18054 whole entry, looked up): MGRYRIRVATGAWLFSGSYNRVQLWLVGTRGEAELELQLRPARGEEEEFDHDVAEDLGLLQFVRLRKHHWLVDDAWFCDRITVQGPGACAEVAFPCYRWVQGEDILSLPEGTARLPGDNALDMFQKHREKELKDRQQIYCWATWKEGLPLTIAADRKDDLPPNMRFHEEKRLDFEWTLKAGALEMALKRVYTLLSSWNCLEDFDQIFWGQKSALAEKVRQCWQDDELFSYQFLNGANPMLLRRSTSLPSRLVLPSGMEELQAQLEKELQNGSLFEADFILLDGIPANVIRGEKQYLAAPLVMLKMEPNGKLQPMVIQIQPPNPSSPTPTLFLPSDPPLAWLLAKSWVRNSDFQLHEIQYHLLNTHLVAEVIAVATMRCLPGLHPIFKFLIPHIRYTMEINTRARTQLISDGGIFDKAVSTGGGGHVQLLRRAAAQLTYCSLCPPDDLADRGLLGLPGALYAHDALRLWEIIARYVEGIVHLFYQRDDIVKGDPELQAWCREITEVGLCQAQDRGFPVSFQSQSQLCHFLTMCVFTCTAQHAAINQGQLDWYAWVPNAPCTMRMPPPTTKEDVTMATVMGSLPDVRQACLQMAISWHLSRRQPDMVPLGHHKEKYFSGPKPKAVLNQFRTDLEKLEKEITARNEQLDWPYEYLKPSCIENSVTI
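Hydroperoxide product was detected by ferrous iron/xylenol orange as the 573 to 405 nm absorbance ratio. Arachidonic acid at 40 uM (final) was turned over for 30 min at room temperature by 150 nM human 12hLO, pH 7.0 Hepes buffer, after 15 min compound preincubation.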
HP1b binding inh: HP1-beta chromodomain-methylated histone interaction inhibition | P83916 | AlphaScreen HP1-beta / biotin-H3K9me3 peptide binding | 390,000 tested, 0.56% active | Potency, µM (titrated, usually from 114 µM), for inactives: at the top dose activity change, negative = inhibition, actives largely listed as inhibitors | AID 540317; note: nearly all actives have a fitted effect of over 70% in size; inactives centre near 23
Target sequence (P83916 whole entry, looked up): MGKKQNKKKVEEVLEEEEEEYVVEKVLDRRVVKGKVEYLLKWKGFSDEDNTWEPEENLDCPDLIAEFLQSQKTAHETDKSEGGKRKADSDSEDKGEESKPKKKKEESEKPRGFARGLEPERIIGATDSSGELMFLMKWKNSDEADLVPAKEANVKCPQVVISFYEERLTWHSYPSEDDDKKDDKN
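Compound inhibition of the preformed complex between 50 nM HP1-beta and 50 nM biotinylated H3K9me3 peptide was read by AlphaScreen. Buffer was PBS pH 7.4 with 0.01% Tween-20. Incubations ran 30 min at room temperature, with 10 ug/mL donor/acceptor beads.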
RGS4 inh: blocks human RGS4-accelerated GTP hydrolysis; P49798; Transcreener GDP fluorescence polarization, RGS4-accelerated GTP hydrolysis; Potency, µM (doses to about 114 µM), inactives show top-dose activity change, negative = inhibition, most hits filed as inhibitors; 390,000 tested, 0.039% active; note: % is set by controls: 0 for no effect and ±100 for the full control effect; nearly all actives have a fitted effect of over 75% in size; some results filed as inactive show a strong effect at the top dose
Target sequence (P49798 whole entry, looked up): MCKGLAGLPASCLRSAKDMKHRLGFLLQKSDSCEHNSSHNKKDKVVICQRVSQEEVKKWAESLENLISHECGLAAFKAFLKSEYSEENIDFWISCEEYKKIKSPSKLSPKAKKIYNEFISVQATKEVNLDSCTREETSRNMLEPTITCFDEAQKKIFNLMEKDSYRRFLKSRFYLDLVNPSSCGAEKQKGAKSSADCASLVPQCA
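MLSMR compounds (23 nl, pin-transferred) preincubated 10 min at room temperature with a 500nM (2x) first reagent, then RGS4 at 900nM (2x) plus Transcreener GDP mix added; fluorescence polarization (620/688 nm) read before and after 90 min at 30 °C.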
Pin1 inhibitor: human Pin1 inhibition; Q13526; Pin1 FP peptide displacement, HiFluor488, 10 min; Potency, µM (doses to about 115 µM), without a hit: at the highest dose activity, negative = inhibition, usual class: inhibitors; 390,000 tested, 0.009% active; AID 504891; active = well fitted inhibition curve with a large enough effect in the polarisation, with a control signal flat, not every such curve was filed as active; inconclusive = small, poorly fitted or top-dose-only effect, or effect the other way, or a change in a side signal; inactive = no such curve, though single readings can be large or run the other way; the % refers to the polarisation; note: % is set by controls: 0 for no effect and ±100 for the full control effect
GLS inh: inhibitors of human glutaminase (GLS) | O94925 | GLS enzymatic activity, qHTS titration | 410,000 tested, 0.21% active | Potency, µM (series often up to 45.5 µM), for the others: at the top dose activity change, negative = inhibition, actives largely listed as inhibitors; note: % is set by controls: 0 for no effect and ±100 for the full control effect
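Human kidney-isoform GLS in 45 mM KH2PO4 pH 8.2, 0.02% Tween-20, with compound, started with 1mM L-Glutamine (added stock). Glutamate oxidase/HRP/Amplex red coupled fluorescence read at start and after 30 min at RT.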
JMJD2A Tudor: blocks the human JMJD2A Tudor domain; O75164; AlphaScreen JMJD2A-Tudor / H3K4me3 peptide binding; Potency, µM (doses to about 114 µM), for the others: top-dose activity change, negative = inhibition, hits mostly inhibitors; 390,000 tested, 4.4% active; note: % is set by controls: 0 for no effect and ±100 for the full control effect; nearly all actives have a fitted effect of over 50% in size
rTrxR1 inhibitor: rat TrxR1 inhibition; 390,000 tested, 1% active; Potency, µM (series often up to 114 µM), without a hit: at the highest dose activity change, negative = inhibition, hits mostly inhibitors; recombinant rTrxR1, NADPH fluorescence consumption, selenite substrate; O89049; note: % is set by controls: 0 for no effect and ±100 for the full control effect; nearly all actives have a fitted effect of over 65% in size
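Rat TrxR1 (90 nM in the dispensed reagent) was pre-reduced with 400 uM NADPH for 5 min at room temperature, then incubated with compound for 15 min. After 400 uM selenite was added, NADPH fluorescence (Ex 340/Em 450 nm) was followed for 8 min.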
Tb PGK inh: inhibitors of T. brucei phosphoglycerate kinase | 380,000 tested, 0.043% active | P07378 | PGK/GAPDH coupled, Kinase-Glo luminescence, 60 min | Potency, µM (doses to about 57.5 µM), for inactives: at the top dose activity change, negative = inhibition, actives largely listed as inhibitors | AID 602233; note: % is set by controls: 0 for no effect and ±100 for the full control effect; nearly all actives have a fitted effect of over 60% in size
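Recombinant glycosomal PGK reaction used 1,3-bisphosphoglycerate generated in-well by GAPDH (100nM final) in 100mM TEA pH 7.6, 5mM MgCl2, 0.01% Tween-20. After 60 minutes at room temperature, ATP was read by Kinase-Glo Plus luminescence end-point.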
ERG-DNA inh: blocks human ERG Ets domain binding to DNA; 370,000 tested, 0.028% active; fluorescence polarization, His-ERG Ets domain / labelled DNA; Potency, µM (top dose mostly 76.9 µM), for the others: top-dose FP activity, negative = inhibition, actives largely listed as inhibitors; P11308; active = well fitted inhibition curve with a large enough effect in the polarisation, with a control signal flat; inconclusive = small, poorly fitted or top-dose-only effect, or effect the other way, or a change in a side signal; inactive = no such curve, though single readings can be large or run the other way; the % refers to the polarisation;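 note: polarization taken with two DNA probes labelled with fluorescein and Texas red; % of control where 0% means no effect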
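His-tagged ERG Ets domain (1 uM in the protein solution; 300mM KCl, 50mM Tris-HCl, 1mM EDTA, 1mM DTT, pH 7.5) received compound, then a probe mix of 5 nM fluorescein-DNA and 100nM Texas-615-DNA. Fluorescence polarization was read for both dyes.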
Active calls of the source: *; i = inactive; ? = inconclusive; . = no result given; [ ] = remark or other dose. Unless noted, calls come from the whole dose curve; as a rule, active = well fitted curve in the direction sought with a large enough effect; inconclusive = small, poorly fitted or top-dose-only effect, or another doubt; inactive = no such curve, though single readings can be large; an effect the other way counts as inactive or inconclusive. Potency is the fitted concentration of half-maximal effect. The list is partial (hit frequency here may not be typical).

No.	molecule	12-LOX inh	HP1b binding inh	RGS4 inh	Pin1 inhibitor	GLS inh
1	CCc1nc2nc(C)cc(Nc3cccc(C(F)(F)F)c3)n2n1	?	20%	?	-1%	6%
2	CC(C)COc1ccc(C/C(N)=N/n2cnnc2)cc1	3%	28%	-27%	0%	-4%
3	CCOC(=O)c1c(C(F)(F)F)cc(-c2ccc(F)cc2)nc1C	-13%	215%[activator]	-24%	-1%	-11%
4	O=C(Cc1ccccc1Cl)Nc1ccc(S(=O)(=O)N2CCOCC2)cc1	0%	33%	-10%	6%	24%
5	Cc1c(Br)c(C(=O)N2CCc3ccccc32)nn1C	5%	41%	-37%	1%	-1%
6	CCCCCn1c2c(c(=N)c3ccccc31)CCC2	?	12%	-19%	-12%	-14%
7	Cc1ccc(NCSc2ccc(Cl)cc2)cc1	-12%	-10%[57 µM]	1%	-3%	-15%
8	O=C(Nc1ccc2c(c1)nc1n2CCOC1)c1ccccc1	0%	53%[activator]	-32%	1%	2%
9	O=C(CNC(=O)c1ccccc1F)N/N=C/c1cn[nH]c1-c1ccccc1	0%	29%	-30%	0%	21%
10	COc1ccc(N/N=C2/CCCCC2=O)cc1	?	?	-26%	-1%	19%
11	O=C(CC1SCCNC1=O)Nc1ccc(Cl)c(Cl)c1 (configuration not stated)	0%	45%[activator]	13%	-1%	-6%
12	Cc1ccc(S(=O)(=O)N2CCC(C(=O)N/N=C/c3ccncc3)CC2)cc1	234%[activator]	35%	17%	-3%	-1%

No.	JMJD2A Tudor	rTrxR1 inhibitor	Tb PGK inh	ERG-DNA inh
1	-12%	34%[activator][57.1 µM]	-8%	-4%
2	-3%	8%	10%	4%
3	33%[57.1 µM]	6%	i	2%
4	-10%	11%	i	1%
5	-6%	-14%	-3%	1%
6	?	35%[57.1 µM]	-13%	7%
7	-33%	12%[57.1 µM]	-2%	2%
8	-6%	11%	-3%	1%
9	-20%	19%[57.1 µM]	-4%	0%
10	-35%	-25%[57.1 µM]	-8%	-18%
11	-14%	9%	4%	0%
12	-4%	10%	3%	-6%

Reprinted from the part before: 2 entries; new compounds follow.
No.	molecule	12-LOX inh	HP1b binding inh	RGS4 inh	Pin1 inhibitor	GLS inh
11	O=C(CC1SCCNC1=O)Nc1ccc(Cl)c(Cl)c1 (configuration not stated)	0%	45%[activator]	13%	-1%	-6%
12	Cc1ccc(S(=O)(=O)N2CCC(C(=O)N/N=C/c3ccncc3)CC2)cc1	234%[activator]	35%	17%	-3%	-1%
13	COc1ccc(N2CCN(S(=O)(=O)c3cnc[nH]3)CC2)cc1	-18%	9%	-2%	-11%	2%
14	CC(C)=CCc1c(O)c(CC=C(C)C)c2occ(-c3ccc(O)cc3)c(=O)c2c1O	?	8%	-15%	3%	17%
15	CN(C)S(=O)(=O)c1ccc(Cl)c(NC(=O)COc2ccccc2[N+](=O)[O-])c1	-7%	26%	6%	6%	8%
16	CCN(Cc1ccccc1)C(=O)C1CCN(C/C(C)=C/c2ccccc2)CC1	?	-24%	-20%	?	5%
17	O=C(Cc1cccs1)N1CCCC(c2nc3c(nnn3Cc3cccc(Cl)c3)c(=O)[nH]2)C1 (configuration not stated)	-18%	9%	-39%	-3%	9%
18	N#Cc1c(N)nc(SCc2ccccn2)c(C#N)c1-c1cccs1	?	21%	1%	46%[activator]	1%
19	CSc1ccccc1NC(=O)COc1ccccc1C	-3%	225%[activator]	0%	-2%	-4%
20	Cc1ccc(S(=O)(=O)N2CCN(C(=O)COC(=O)c3nc(Cl)ccc3Cl)CC2)c(C)c1	9%	36%	-5%	1%	1%
21	CCCOc1ccc(C2/C(=C(/O)c3ccc(F)cc3)C(=O)C(=O)N2CCCN(C)C)cc1 (configuration not stated)	-12%	18%	-3%	3%	7%
22	CCCn1c(=O)cc(N)n(-c2ccc(OC(F)(F)F)cc2)c1=O	12%	16%	24%	-19%	5%
23	Cc1ccc(SCC(Cc2ccccc2)N2CCN(CCc3ccccc3)CCC2=O)cc1 (configuration not stated)	.	1%	2%	39%[activator]	.
24	O=C(CSCc1cnn(-c2ccccc2)c1-n1cccc1)NCc1ccc(Cl)cc1	?	23%	-27%	27%	-11%

No.	JMJD2A Tudor	rTrxR1 inhibitor	Tb PGK inh	ERG-DNA inh
11	-14%	9%	4%	0%
12	-4%	10%	3%	-6%
13	-2%	29%	-5%	23%
14	?	-8%	-3%	6%
15	-7%	16%	4%	-7%
16	16µM*	-12%	12%	4%
17	-33%	-3%	-12%	-12%
18	-8%	33%	0%	4%
19	86%[activator]	25%	i	0%
20	-18%	24%	-3%	3%
21	-13%	-43%[57.1 µM]	1%	-17%
22	-6%	-6%	1%	-3%
23	?	7%	.	.
24	-7%	9%	6%	1%

Of the compounds above, 7 have a Cl atom.
No.	molecule	12-LOX inh	HP1b binding inh	RGS4 inh	Pin1 inhibitor	GLS inh
4	O=C(Cc1ccccc1Cl)Nc1ccc(S(=O)(=O)N2CCOCC2)cc1	0%	33%	-10%	6%	24%
7	Cc1ccc(NCSc2ccc(Cl)cc2)cc1	-12%	-10%[57 µM]	1%	-3%	-15%
11	O=C(CC1SCCNC1=O)Nc1ccc(Cl)c(Cl)c1 (configuration not stated)	0%	45%[activator]	13%	-1%	-6%
15	CN(C)S(=O)(=O)c1ccc(Cl)c(NC(=O)COc2ccccc2[N+](=O)[O-])c1	-7%	26%	6%	6%	8%
17	O=C(Cc1cccs1)N1CCCC(c2nc3c(nnn3Cc3cccc(Cl)c3)c(=O)[nH]2)C1 (configuration not stated)	-18%	9%	-39%	-3%	9%
20	Cc1ccc(S(=O)(=O)N2CCN(C(=O)COC(=O)c3nc(Cl)ccc3Cl)CC2)c(C)c1	9%	36%	-5%	1%	1%
24	O=C(CSCc1cnn(-c2ccccc2)c1-n1cccc1)NCc1ccc(Cl)cc1	?	23%	-27%	27%	-11%

No.	JMJD2A Tudor	rTrxR1 inhibitor	Tb PGK inh	ERG-DNA inh
4	-10%	11%	i	1%
7	-33%	12%[57.1 µM]	-2%	2%
11	-14%	9%	4%	0%
15	-7%	16%	4%	-7%
17	-33%	-3%	-12%	-12%
20	-18%	24%	-3%	3%
24	-7%	9%	6%	1%

Going on with the list.
No.	molecule	12-LOX inh	HP1b binding inh	RGS4 inh	Pin1 inhibitor	GLS inh
25	O=C(CC1CCCC1)N1CCCC(Nc2cccc(F)c2)C1 (configuration not stated)	?	22%[57 µM]	-32%	1%	2%
26	CCCCOCCCNC(=O)N[C@H](C(=O)OC)C(C)C	0%	32%	-22%	-6%	0%
27	CC(C)C[C@H](NC(=O)c1nc[nH]c1C(=O)N1CCc2ccccc2C1)C(=O)OCc1ccccc1	7%	56%	-12%	10%	0%
28	CCCNC(=O)Cn1cnc2sc(C(=O)N3CCN(Cc4ccc5c(c4)OCO5)CC3)c(C)c2c1=O	0%	25%	-25%	4%	0%
29	O=C(COC(=O)c1cccnc1Cl)NC12CC3CC(CC(C3)C1)C2	-20%	37%	-21%	1%	0%
30	CC1(C)CC(=O)C=C(c2cccc3c2sc2ccccc23)C1	-2%	59%[activator]	1%	34%[activator]	4%
31	O=C(c1cc2ccccc2o1)N1CCN=C1SCc1cccnc1	4%	29%	2%	-4%	2%
32	Cc1ccccc1-n1nnnc1SCC(=O)c1c(N)n(C)c(=O)n(C)c1=O	4%	65%[activator]	-9%[56.9 µM]	-13%	5%
33	Cc1ccc(CNC(=O)CCC2CCCN(C(=O)c3ccc4c(c3)OCO4)C2)o1 (configuration not stated)	-21%	11%[57 µM]	1%	-5%	0%
34	CCOC(=O)c1c(NC(=O)C(C)Sc2cn(CCNC(=O)c3ccc(OC)c(OC)c3)c3ccccc23)sc2c1CCC2 (configuration not stated)	-6%	24%	5%	6%	-2%
35	Cc1cc(NC(=O)c2ccc(Cl)cc2)ccc1NC(=O)c1ccccc1Cl	88%[activator]	18%	-2%	1%	-9%
36	O=C(NCc1ccco1)C1CCN(C(=O)c2cc3sccc3n2Cc2ccc(Cl)cc2)CC1	-25%	1%	5%	0%	8%
37	CN(CC(=O)Nc1cccc(F)c1)C(=O)c1ccc(COc2ccccc2)cc1	-24%	3%	7%	-3%	-2%
38	Cc1ccc(-n2nc(CO)c(C(=O)NCCCCc3ccccc3)n2)cc1C	-12%	29%	-12%	4%	-3%

No.	JMJD2A Tudor	rTrxR1 inhibitor	Tb PGK inh	ERG-DNA inh
25	8%	17%	-3%	-8%
26	4%	14%	i	9%
27	-24%	11%	-7%	10%
28	-6%	-8%	i	5%
29	-3%	-10%	-1%	-8%
30	19%	28%	-5%	-5%
31	13%	-5%	-7%	2%
32	-14%	21%	-3%	14%
33	-7%	71µM*	-5%	11%
34	?	9%	i	?
35	-8%	13%[57.1 µM]	-8%	4%
36	-35%	-1%	-2%	.
37	-7%	25%[57.1 µM]	-8%	9%
38	7%	40%[activator]	-5%	-1%

Screening data: PubChem, National Center for Advancing Translational Sciences (NCATS)
